ERG-DNA inh = qHTS for Small Molecule Inhibitors of the ERG Ets/DNA interaction; AID 624246, 2012; actives 0.028% (n = 370,000); fluorescence polarization, His-ERG Ets domain / labelled DNA; Transcriptional regulator ERG (Homo sapiens), P11308; Potency, µM (doses to about 76.9 µM), for the others: at the highest dose FP activity, negative = inhibition, hits mostly inhibitors; active = well fitted inhibition curve with a large enough effect in the polarisation, with a control signal flat; inconclusive = small, poorly fitted or top-dose-only effect, or effect the other way, or a change in a side signal; inactive = no such curve, though single readings can be large or run the other way; the % refers to the polarisation;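 also: polarization taken with two DNA probes labelled with fluorescein and Texas red; potency is read from the fitted curve at half-maximal effect; % of control where 0% means no effect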
Target sequence (P11308 whole entry, looked up, the tested form may be a part): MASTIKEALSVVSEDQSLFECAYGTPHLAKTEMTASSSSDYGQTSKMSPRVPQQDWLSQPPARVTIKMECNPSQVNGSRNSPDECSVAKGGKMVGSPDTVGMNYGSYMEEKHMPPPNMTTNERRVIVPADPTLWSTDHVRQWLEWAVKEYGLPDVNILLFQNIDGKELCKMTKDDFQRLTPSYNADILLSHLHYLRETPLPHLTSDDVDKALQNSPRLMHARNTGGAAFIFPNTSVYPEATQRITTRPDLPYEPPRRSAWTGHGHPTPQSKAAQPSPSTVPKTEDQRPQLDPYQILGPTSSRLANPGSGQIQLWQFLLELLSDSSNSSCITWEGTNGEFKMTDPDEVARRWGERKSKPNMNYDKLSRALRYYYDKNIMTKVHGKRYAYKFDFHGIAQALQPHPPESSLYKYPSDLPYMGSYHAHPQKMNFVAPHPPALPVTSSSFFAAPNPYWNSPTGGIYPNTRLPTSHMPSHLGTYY
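His-tagged ERG Ets domain (1 uM in the protein solution; 300mM KCl, 50mM Tris-HCl, 1mM EDTA, 1mM DTT, pH 7.5) received compound, then a probe mix of 5 nM fluorescein-DNA and 100nM Texas-615-DNA. Fluorescence polarization was read for both dyes.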
POLK inh = qHTS for Inhibitors of Polymerase Kappa. purified Pol kappa, fluorescent DNA synthesis assay, 10 min. Potency, µM (titrated, usually from 107 µM), without a hit: at the top dose activity, negative = inhibition, actives largely listed as inhibitors. DNA polymerase kappa (Homo sapiens), Q9UBT6. actives 0.53% (n = 400,000). AID 588579, 2011; also: potency is read from the fitted curve at half-maximal effect; % is scaled to controls: 0 for no effect and ±100 for the full control effect
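10 nM Pol kappa preincubated 15 min at room temperature with compounds, then reaction started with substrate at 50 nM final. Fluorescence read kinetically at 0 and 10 min; buffer-only wells served as negative control.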
POLB inh = qHTS Assay for Inhibitors of DNA Polymerase Beta. P06746. Pol beta primer extension/strand displacement, fluorescence kinetic. Potency, µM (titrated, usually from 114 µM), without a hit: at the top dose activity change, negative = inhibition, actives largely listed as inhibitors. actives 1.3% (n = 340,000); also: potency is read from the fitted curve at half-maximal effect; % is scaled to controls: 0 for no effect and ±100 for the full control effect
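Preincubation: enzyme (10 nM) with compound, 15 min, RT. Reaction: substrate added to 50 nM final. Reads: 0 and 10 min. Analysis: normalized, Hill fit.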
ALOX12 inh = Primary qHTS assay for inhibitors of human arachidonate 12S-lipoxygenase (ALOX12): Round 2. Polyunsaturated fatty acid lipoxygenase ALOX12 (Homo sapiens), P18054. Potency, µM (doses to about 108 µM), for the others: top-dose activity change, negative = inhibition, most hits filed as inhibitors. AID 1671190, 2021. purified 12hLO, xylenol orange hydroperoxide absorbance. actives 1.1% (n = 580,000); also: potency is read from the fitted curve at half-maximal effect; % is scaled to controls: 0 for no effect and ±100 for the full control effect
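Purified human 12hLO (150 nM final) in 25 mM Hepes, 0.01% Triton X-100, pH 7.0 was preincubated 15 min at room temperature with compound. Then 40 uM arachidonic acid was added, 30 min. Hydroperoxide was read by Fe-XO absorbance ratio 573/405 nm.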
APE1 inh = qHTS Assay for Inhibitors of the Human Apurinic/apyrimidinic Endonuclease 1 (APE1) | actives 0.35% (n = 350,000) | recombinant APE1, TAMRA/BHQ-2 abasic DNA cleavage fluorescence | Potency, µM (highest dose often 65.8 µM), without a hit: at the highest dose activity change, negative = inhibition, hits mostly inhibitors | AID 2517, 2012;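 also: potency is read from the fitted curve at half-maximal effect; plate controls were vehicle for no effect and reference inhibitor for full effect; nearly all actives have a fitted effect of over 55% in size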
Target sequence (P27695 whole entry, looked up): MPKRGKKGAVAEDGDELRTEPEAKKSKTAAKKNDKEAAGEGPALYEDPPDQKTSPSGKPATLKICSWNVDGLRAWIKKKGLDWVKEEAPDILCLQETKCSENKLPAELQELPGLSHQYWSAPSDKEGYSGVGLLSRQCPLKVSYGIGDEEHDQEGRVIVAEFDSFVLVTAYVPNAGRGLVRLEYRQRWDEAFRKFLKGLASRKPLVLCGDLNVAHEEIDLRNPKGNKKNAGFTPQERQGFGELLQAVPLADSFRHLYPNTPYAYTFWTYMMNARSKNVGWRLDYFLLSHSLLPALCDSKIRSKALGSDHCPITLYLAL
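Kinetic fluorescence read (525 ex/598 em nm, three reads 60 s apart) of AP-site incision; signal = third minus first read. Enzyme 0.75 nM, dual-labelled THF duplex 50 nM, compound preincubation 15 min RT.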
TRHR ag = qHTS for Small Molecule Agonists and Allosteric Enhancers of Human TRH Receptor: Primary Screen for Agonists; Thyrotropin-releasing hormone receptor (Homo sapiens), P34981; TRHR cells, calcium flux fluo-8, FDSS agonist mode; activation, % at 2 µM; actives 0.18% (n = 360,000); in the data active = activation above about 30%; also: 0% is about no effect
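In this calcium-flux screen, cells bearing human TRHR are dye-loaded with fluo-8, baselined for 10 cycles, then exposed to library compounds; positive kinetic calcium responses during the agonist phase mark hits, with TRH as control.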
Pol iota inh = qHTS for Inhibitors of Polymerase Iota | Pol iota fluorescent replication assay, 10 min | Potency, µM (series often up to 115 µM), for the others: at the highest dose activity, negative = inhibition, actives largely listed as inhibitors | actives 1% (n = 390,000) | AID 588590, 2011; also: potency is read from the fitted curve at half-maximal effect
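Pol iota at 10 nM preincubated 15 min with compounds at room temperature; reaction started with fluorescent substrate, 50 nM final. Fluorescence read kinetically at 0 and 10 min; buffer-only wells as negative control.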
Anesthetic bind = qHTS Assay for Identification of Novel General Anesthetics. Potency, µM (top dose mostly 77.5 µM), for inactives: at the top dose activity change, negative = displacement, actives largely listed as inhibitors. actives 0.074% (n = 350,000). apoferritin/1-aminoanthracene competitive binding, fluorescence; also: potency is read from the fitted curve at half-maximal effect; % is scaled to controls: 0 for no effect and ±100 for the full control effect; nearly all actives have a fitted effect of over 20% in size
Target sequence (P02791 2-175 limits assumed): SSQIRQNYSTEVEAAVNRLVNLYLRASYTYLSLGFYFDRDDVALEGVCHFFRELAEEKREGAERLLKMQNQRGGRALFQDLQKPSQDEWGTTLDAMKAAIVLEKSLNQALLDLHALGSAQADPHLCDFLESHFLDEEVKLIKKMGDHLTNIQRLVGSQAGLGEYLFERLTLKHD
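10 uM apoferritin + 50% sat. 1-AMA, PBS; cpd 10 min RT; Ex380/Em535 endpoint; normalized to free probe vs complex; 4-param Hill fit; propofol titration as pos. ctrl.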
BLM helicase inh = qHTS Assay for Inhibitors of Bloom's syndrome helicase (BLM). actives 0.2% (n = 350,000). Potency, µM (highest dose often 56.1 µM), for the others: at the top dose activity change, negative = inhibition, actives largely listed as inhibitors. recombinant BLM DNA unwinding, fluorescence dequenching. AID 2528, 2010. RecQ-like DNA helicase BLM (Homo sapiens), P54132;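 also: potency is read from the fitted curve at half-maximal effect; plate controls were vehicle for no effect and no enzyme for full effect; nearly all actives have a fitted effect of over 35% in size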
* = called active by the depositor; ? = inconclusive; · = no result given; [ ] = dose if it differs, or a comment. Unless noted, calls follow the shape of the dose curve; as a rule, active = well fitted curve in the direction sought with a large enough effect; inconclusive = small, poorly fitted or top-dose-only effect, or another doubt; inactive = no such curve, though single readings can be large; an effect the other way counts as inactive or inconclusive. Some of the compounds tested, so the mix of outcomes need not match the whole.

SMILES	ERG-DNA inh	POLK inh	POLB inh	ALOX12 inh	APE1 inh	TRHR ag	Pol iota inh	Anesthetic bind	BLM helicase inh
CC1CN(C(=O)c2cccc(S(=O)(=O)N3CCN(c4ccccc4)CC3)c2)CC(C)O1 (stereo not drawn)	·	-9%	·	165%[activator]	-1%	-0.3	28%	·	·
CCOC(=O)N1CCN(CC(=O)Nc2nc3ccccc3s2)CC1	2%	1%	-20%	5%	0%	0.7	101%[activator]	-10%	-6%
Cc1ccc2nc(-c3ccc(Cl)c(NC(=O)c4ccc(Br)o4)c3)oc2c1	2%	-4%	-1%	-11%	·	-0.9	28%	-2%	-5%
Clc1ccc(CSc2nnc(/C=C/c3ccccc3)o2)c(Cl)c1	-4%	-1%	-15%	304%[activator]	3%	0.8	13%	13%	0%
C=CCN(c1ccc(OC)cc1)S(=O)(=O)c1ccc(Cl)c(C(=O)OCC(=O)NC2CC2)c1	3%	-1%	1%	5%	-1%	0.4	-12%	-19%	-6%
Cc1ccc2c(CC(=O)N(CC3CCCO3)c3c(N)n(Cc4ccccc4)c(=O)[nH]c3=O)coc2c1 (stereo not drawn)	5%	-16%	·	-20%	-11%	0.0	-1%	·	·
O=[N+]([O-])/C=C/c1cn(Cc2ccc(F)cc2)c2ccccc12	-1%	-11%	-13%	3.5µM*	-5%	2.1	?	?	-15%
O=c1n(Cc2ccc(F)cc2)c2ccccc2c2nc(-c3ccccc3)nn12	-1%	1%	0%	-5%	·	-0.4	31%	-3%	-2%
O=C(O)C1=C(C(=O)Nc2cc(C(F)(F)F)ccc2Cl)CCCC1	13%	-1%	-23%	8%	-3%	-0.4	6%	-5%	-2%
O=c1c(CCc2ccccc2)nc2cnc(N3CCNCC3)nc2n1C1CC1	·	-4%[60.1 µM]	·	?	5%	·	·	·	-12%
C=CCNC(=O)c1n[nH]c2c1CC(C(C)(C)CC)CC2 (stereo not drawn)	-5%	-1%	·	3%	15%	-0.5	20%	·	·
CC(C)C[C@@]12C(=O)N(c3cccc(F)c3)C(=O)N1[C@H](c1ccc(Br)cc1)[C@@H]1C(=O)N(C(C)(C)C)C(=O)[C@@H]12	-17%	-14%	·	-14%	-17%	0.9	-17%	·	·

Full records, quoted from the list:
Record of Cc1ccc2c(CC(=O)N(CC3CCCO3)c3c(N)n(Cc4ccccc4)c(=O)[nH]c3=O)coc2c1 (stereo not drawn) : ERG-DNA inh = 5%; POLK inh = -16%; POLB inh = ·; ALOX12 inh = -20%; APE1 inh = -11%; TRHR ag = 0.0; Pol iota inh = -1%; Anesthetic bind = ·; BLM helicase inh = ·
Record of O=c1c(CCc2ccccc2)nc2cnc(N3CCNCC3)nc2n1C1CC1 : ERG-DNA inh = ·; POLK inh = -4%[60.1 µM]; POLB inh = ·; ALOX12 inh = ?; APE1 inh = 5%; TRHR ag = ·; Pol iota inh = ·; Anesthetic bind = ·; BLM helicase inh = -12%

Other compounds:
SMILES	ERG-DNA inh	POLK inh	POLB inh	ALOX12 inh	APE1 inh	TRHR ag	Pol iota inh	Anesthetic bind	BLM helicase inh
C=CCOC(=O)C1=C[C@H](c2ccc(C(F)(F)F)cc2)[C@@H](CCCO)[C@H](OCC)O1	-11%	-9%	-19%	-6%	-5%	2.6	3%	?	-21%
O=C(c1ccc(Cl)c(S(=O)(=O)N2CCCC2)c1)N1CCN(Cc2ccccc2)CC1	2%	11%	·	1%	·	·	-11%	·	·
O=C(CCSCc1ccccc1F)N1CCN(c2ccc(Cl)cc2)CC1	-5%	-10%[60.1 µM]	0%	-26%	·	-0.5	5%	6%	-6%
COc1cccc(CNC(=O)CCCc2nnc3n(C)c(=O)c4sccc4n23)c1	-6%	6%	28%	1%	-8%	-2.1	-24%	-7%	3%
CSc1ncccc1C(=O)OCC(=O)N1CCc2ccccc21	-7%	2%	·	0%	-1%	·	40%[activator]	·	·
O=c1cc([O-])[n+]2c3n1CCCN3CCC2	15%	7%	9%	0%	?	0.4	18%	-3%	1%
O=C1CC(c2ccc(F)cc2)Cc2nc(NCc3ccco3)ncc21 (stereo not drawn)	-1%	-15%	10%	9%	-2%	0.6	-3%	4%	-2%
Clc1cc(Cl)c(OCCCCn2cncn2)c(Cl)c1	16%	-1%	11%	?	-4%	-0.6	-5%	-8%	-8%
COC(=O)c1ccc(/C=N/Nc2nc(-c3ccc(C)cc3)cs2)cc1	3%	-3%	6%	·	4%	-0.4	6%	-10%	0%
Cc1cccc(CNC(=O)c2oc3c(c2C)-c2nn(Cc4cccc(Cl)c4)cc2CC3)c1	-4%	4%	?	0%	·	-0.4	35%[activator]	22%	-1%
O=C1N=c2ccccc2=C1c1sc(NS(=O)(=O)c2ccccc2)nc1O	11%	-7%	6%	-25%	-2%	0.1	?	-22%	-4%
CCc1ccc(NC(=O)C(=O)NCCc2sc(-c3ccc(C)cc3)nc2C)cc1	0%	-5%[60.1 µM]	-2%	3%	·	0.1	15%	-3%	-4%
COc1ccccc1C1/C(=C(/O)c2ccc(C)cc2)C(=O)C(=O)N1CCN1CCOCC1 (stereo not drawn)	0%	-6%	49%	-14%	1%	0.4	5%	-1%	-3%
O=C(Cn1nnc2ccccc2c1=O)NCc1ccco1	0%	-21%	?	?	-10%	0.3	-15%	-20%	-5%
COc1ccc(NC(=O)CSc2nnc(-c3cccs3)o2)cc1	9%	-3%	-9%	-4%	·	-0.7	7%	1%	-2%
Fc1ccccc1-c1n[nH]c(=S)n1C1CC1	·	·	28%	?	40%	0.1	·	8%	-1%
CC1Cc2ccccc2N1C(=S)NC(=O)c1ccco1 (stereo not drawn)	3%	0%	7%	4%	-1%	4.0	21%	-5%	-6%
Cc1[nH]c(SCC(=O)Nc2cc(S(C)(=O)=O)ccc2Cl)nc1Cc1ccccc1	6%	3%	·	-12%	6%	-0.9	29%	·	·
Cc1cn2c(N)c(C=C3C=C(Cl)C(=O)C(Cl)=C3)c(=O)nc2s1	33%[activator]	-5%	-24%	-11%	4%	27	41%[activator]	-2%	-5%
CC(=O)c1cccc(NC(=O)C(CC(C)C)NC(=O)C2CCCCC2)c1 (stereo not drawn)	11%	10%	-21%	13%	3%	-0.3	4%	-23%	-8%
Cc1c(CNC2CCCCC2)c(C(=O)O)c(C)n1Cc1c(F)cccc1Cl	0%	-9%	14%	-22%	·	0.7	-14%	1%	3%
COc1ccc(C(=O)Nc2sc(C(=O)N(C)C)c(C)c2C#N)cc1[N+](=O)[O-]	·	-14%	2%	1%	2%	0.4	19%	-7%	-1%
CCOc1ccccc1NC(=S)N1CCN(c2ccc(O)cc2)CC1	-6%	7%	0%	-22%	-1%	0.1	-27%	-15%	-3%
CC1(C)CC(=O)C(C=NCC2CCN(C(=S)Nc3cccc(Cl)c3)CC2)=C(O)C1	3%	2%	9%	-4%	3%	-1.2	-1%	-24%	1%
O=C(CCN1CCOCC1)Nc1ccc2c(c1)N(C(=O)CN1CCOCC1)c1ccccc1CC2	·	0%	-13%	-26%	18%	0.1	13%	5%	4%
COc1cccc(NC(=O)CN(C)CC(=O)Nc2ccccc2-c2ccccc2)c1	0%	-9%	1%	?	-3%	-1.1	27%	-10%	-6%
CCOC(=O)C(O)(CC(=O)Nc1ccc(Cl)cc1Cl)C(F)(F)F (stereo not drawn)	5%	-6%	-21%	0%	4%	0.1	25%	-1%	2%
CCCCOC(=O)c1ccc(NC(=O)c2nn(C)cc2Br)cc1	4%	-13%	-24%	0%	2%	-0.3	16%	?	-14%
CC(C)C(=O)Nc1ccc(C(=O)NNC(=O)c2ccco2)cc1	-11%	-4%	-10%	0%	16%	-0.2	-2%	-6%	-8%
O=C(CSc1n[nH]c(-c2cccnc2)n1)Nc1ccc([N+](=O)[O-])cc1	8%	-7%	3%	-38%	18%	0.0	-9%	3%	1%
O=C(CCC1CCCC1)NCCS(=O)(=O)N1CCN(c2ccc(F)cc2)CC1	-5%	1%	·	-14%	-3%	-0.8	31%[activator]	·	·
Cc1ccc(C(C)C)c(OCC(=O)Nc2ccc3c(c2)nc(CCN2CCCCC2)n3C)c1	2%	8%	7%	-23%	4%	0.0	33%[activator]	-13%	-8%
O=C(Cn1ncc2c1-c1ccccc1OC2)N1CCN(Cc2ccccc2)CC1	-2%	-10%	-9%	5%	0%	0.4	28%	-7%	-6%
COc1ccc2[nH]cc(CCNc3ccnc(-c4ccccc4Cl)n3)c2c1	·	-13%[60.1 µM]	·	-36%	-6%	·	·	·	-5%
Cc1nn(-c2ccccc2)cc1/C=N/NS(=O)(=O)c1ccccc1	-1%	1%	-1%	-7%	-10%	-0.5	-15%	-9%	-7%
O=C(CN1CCN(Cc2cccc3ccccc23)CC1)NCCc1ccccc1	-4%	2%	69%	2%	-5%	-0.6	0%	-5%	-8%
COc1cc(NC(=O)c2ccco2)c(OC)cc1NC(=O)CSc1ncc(-c2ccc(F)cc2)[nH]1	-16%	3%	37%	8%	-4%	-0.2	-16%	61%[activator]	-1%
Cc1nc(NC(C)c2ccccc2)sc1C(=O)Nc1ccccc1 (stereo not drawn)	20%	-10%[60.1 µM]	-7%	-13%	4%	-0.7	?	?	-4%
CCOC(=O)c1sc(SC)c(C(C)=O)c1C	8%	0%	6%	0%	0%	-0.6	-15%	-22%	-10%
O=C(O)C1CCCCC1C(=O)NCc1ccc(F)cc1 (stereo not drawn)	-9%	-5%	33%	0%	-4%	0.1	9%	?	1%
